# D1 antagonist – blocks dopamine activation of the human D1 receptor; HEK293 TREx D1 cells, calcium flux, dopamine EC80; active compounds read low; activity change, negative = inhibition, % at 10 µM; 360,000 tested, 3.2% active; AID 504652; in the data active means activity change below about -30%; further: on the % scale 0 is the no-effect control and ±100 the full control effect
#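 Compound effects on dopamine-evoked calcium signalling were measured in tetracycline-induced HEK293 Trex D1 cells. Dopamine at EC80 followed a 180 s compound pre-read, and fluorescence was tracked kinetically for 180 s more.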
# D1 PAM – human D1 dopamine receptor positive modulation | P21728 | HEK293 TREx D1 cells, calcium flux, dopamine EC20 potentiation | potentiation, % at 10 µM | 360,000 tested, 0.036% active | AID 504651; in the data active means potentiation above about 30%; further: 0% is about no effect
# TRHR enhancer – allosteric enhancers of human TRH receptor. P34981. TRHR cells, fluo-8 calcium fluorescence, EC20 TRH enhancement. enhancement, % at 2 µM. 360,000 tested, 0.66% active; in the data active means enhancement above about 30%; further: 0% is about no effect
# Target sequence (P34981 whole entry, looked up): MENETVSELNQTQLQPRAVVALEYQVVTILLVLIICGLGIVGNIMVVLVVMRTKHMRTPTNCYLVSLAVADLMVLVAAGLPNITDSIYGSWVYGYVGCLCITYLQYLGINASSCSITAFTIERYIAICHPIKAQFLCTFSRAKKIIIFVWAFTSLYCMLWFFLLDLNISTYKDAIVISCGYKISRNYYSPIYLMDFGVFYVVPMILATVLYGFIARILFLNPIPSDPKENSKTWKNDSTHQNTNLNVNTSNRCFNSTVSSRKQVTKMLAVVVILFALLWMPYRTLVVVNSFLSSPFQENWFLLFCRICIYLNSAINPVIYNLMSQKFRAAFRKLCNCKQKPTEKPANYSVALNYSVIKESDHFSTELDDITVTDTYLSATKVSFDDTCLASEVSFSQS
#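 Enhancer read-out: after compound pinning and an initial kinetic agonist-mode read, an EC20 of TRH (10 nM final) was injected and fluo-8 calcium signal (Ex 480/Em 530) followed at 1 s/cycle for 100 cycles in TRHR-expressing cells.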
# RXFP1 antag – blocks the human relaxin receptor RXFP1; Q9HBX9; activity change, negative = inhibition, % at 57.5 µM; HEK293-RXFP1, relaxin-stimulated cAMP HTRF, 30 min; active compounds read low; 350,000 tested, 0.59% active;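 active means activity change of -60% or lower, but not beyond a set lower limit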; further: on the % scale 0 is the no-effect control and ±100 the full control effect
# D2 ag – D2 dopamine receptor (human) agonism | AID 485358 | P14416 | HEK293 T-REx D2 cells, calcium flux agonist mode | activation, % at 2 µM | 340,000 tested, 0.53% active;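 active means activation over 3 SD above normal in the single-dose calcium agonist read, cut at about 30% in these data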; further: 0% is about no effect
# Target sequence (P14416 whole entry, looked up): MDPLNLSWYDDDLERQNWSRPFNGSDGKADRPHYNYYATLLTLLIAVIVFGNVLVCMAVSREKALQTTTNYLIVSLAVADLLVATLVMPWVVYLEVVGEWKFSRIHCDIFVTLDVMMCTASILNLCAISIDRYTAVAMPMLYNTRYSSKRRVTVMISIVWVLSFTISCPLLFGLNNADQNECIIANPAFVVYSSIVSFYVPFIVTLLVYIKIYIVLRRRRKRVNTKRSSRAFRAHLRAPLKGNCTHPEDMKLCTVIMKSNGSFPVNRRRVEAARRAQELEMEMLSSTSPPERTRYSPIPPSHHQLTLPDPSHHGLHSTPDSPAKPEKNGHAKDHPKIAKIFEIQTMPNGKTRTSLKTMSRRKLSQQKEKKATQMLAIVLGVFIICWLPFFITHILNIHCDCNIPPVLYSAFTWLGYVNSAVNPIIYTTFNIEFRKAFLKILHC
#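 Tetracycline-induced HEK293 T-REx cells with force-coupled D2 receptor, plated overnight at 30 C, loaded with no-wash calcium dye. After a 10 s baseline, compound was pin-added and calcium flux read kinetically for 180 s; calcium rises flagged agonists.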
# D2 potentiator – D2 dopamine receptor (human) potentiation | P14416 | HEK293 T-REx D2, calcium flux, EC20 dopamine potentiation | potentiation, % at 10 µM | 340,000 tested, 0.34% active;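 active means potentiation over 3 SD above the plate norm, cut at about 30% in these data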; further: 0% is about no effect
#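 Using a no-wash calcium dye in inducible, force-coupled HEK293 Trex cells expressing D2, we tracked fluorescence each second for 180 s after compound, then for 180 s after EC20 dopamine to detect augmented signalling.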
# D2 antagonist – antagonizes the human D2 dopamine receptor; AID 485344; inhibition, % at 10 µM; 340,000 tested, 2% active; HEK293 TREx D2 cells, calcium flux, dopamine EC80; in the data active means inhibition above about 30%; further: 0% is about no effect
#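 Cells plated overnight at 30 C with tetracycline; no-wash calcium dye, 30–90 min RT; 10 s baseline; compound pinned; 180 s read; EC80 dopamine added; another 180 s read.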
# D1 agonist – activates the human D1 dopamine receptor; HEK293 T-REx D1 cells, calcium flux, agonist mode; activation, % at 2 µM; 360,000 tested, 1% active; AID 504660; further: 0% is about no effect
#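 Tetracycline-induced HEK293 TREx D1 cells, force-coupled to calcium signalling, were dye-loaded with a no-wash calcium kit. Compound was pin-added after a 10 s baseline. Fluorescence was read kinetically at 1 cycle/s for 180 s, with calcium rises flagged as agonism.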
# TRHR ag – TRH receptor (human) agonism; P34981; 360,000 tested, 0.18% active; TRHR cells, calcium flux fluo-8, FDSS agonist mode; AID 493084; activation, % at 2 µM; further: 0% is about no effect
#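 Read-out: compound-evoked intracellular calcium rise in TRHR cells, fluo-8 dye, kinetic FDSS fluorescence at 1 s/cycle following a 10-cycle baseline. Cells cultured overnight before dye loading (30 min–1.5 h, RT).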
# * = called active by the depositor; . = no result given. Unless noted, no stated cut-off is given here; in the data, active means activation above about 30%; inactive means the rest.
canonical_smiles	D1 antagonist	D1 PAM	TRHR enhancer	RXFP1 antag	D2 ag	D2 potentiator	D2 antagonist	D1 agonist	TRHR ag
Cc1ccc(N2C(=O)c3ccccc3C2=O)cc1C	-22.1	-12.2	-6.7	2.9	-3.2	-17.5	-13.6	-1.1	-0.8
Cc1c(Cl)cnc(NC(=O)COC(=O)Cc2coc3ccc4ccccc4c23)c1Cl	1.8	0.3	-0.9	-11.0	-0.6	2.7	0.3	3.9	0.1
Cc1ccc(C(=O)C(C)OC(=O)Cn2c(C)csc2=O)cc1 (stereo not drawn)	-4.9	-2.5	-2.7	16.0	0.0	7.5	-19.4	4.4	0.5
CCOC(=O)c1c(C)oc2nc(C)nc(NCC3CCN(Cc4ccc(Cl)cc4)CC3)c12	-15.0	1.4	8.9	-18.0	0.5	2.1	.	0.3	-0.3
CC(=O)[C@@]1(O)[C@H](C)CC2C3CC=C4CC(OP(=O)(O)O)CC[C@]4(C)C3CC[C@@]21C (stereo partly drawn)	-3.3	-1.8	-12.0	9.6	0.8	6.3	2.1	3.3	0.4
CCCOc1cccc(C(=O)Nc2cc(NC(=O)c3ccco3)ccc2OC)c1	-5.1	-3.0	0.1	-1.0	-0.5	9.1	13.3	1.6	-1.0
N#Cc1ccccc1Sc1ccccc1C(=O)Nc1ccc2ccccc2c1	9.7	-9.2	1.0	-4.1	-0.8	-4.9	4.4	7.2	0.0
O=C(Nc1cccc(-c2nc3cc(Cl)ccc3o2)c1)c1cc([N+](=O)[O-])ccc1N1CCOCC1	-23.0	4.8	4.0	.	.	3.3	.	1.1	2.0
CC(=O)Oc1ccc(-c2csc(Nc3cccc(C)n3)n2)cc1	-0.1	0.3	-11.7	-38.1	0.0	0.0	-6.2	1.1	0.3
COc1cc(C)c(Br)cc1S(=O)(=O)N1CCCC1	-0.3	-2.6	-7.3	-15.3	-1.0	-2.7	-6.3	2.7	-0.2
Cc1ccc(NC(=O)CSc2nc(=O)n3cc(C)ccc3n2)c(C)c1	-35.2*	-5.9	-4.9	11.8	0.2	8.5	11.1	2.6	0.1
Cc1cc(C)c(S(=O)(=O)N(C)CC(N)=O)c(C)c1	-1.0	-0.7	-5.2	14.7	1.0	.	-3.8	0.1	-1.0
CCOc1ccccc1/C=N/NC(=O)c1ccc(Cn2cc([N+](=O)[O-])cn2)o1	5.0	8.2	2.6	-5.5	0.4	-12.0	.	4.8	0.5
CCOc1ccc(CN2CCC(=O)NC2=O)cc1	6.4	2.9	2.1	11.1	2.4	-2.8	8.5	2.4	0.5
COc1ccccc1NC(=O)COC(=O)C1CCN(/C=C/C(=O)C(F)(F)F)CC1	-11.4	-3.0	-5.1	-8.6	2.6	4.8	11.2	-0.2	-0.1
CCOc1ccc(N(CC(=O)N2CCCC2)S(=O)(=O)c2c(C)noc2C)cc1	-24.6	.	-0.9	.	0.0	6.0	7.8	1.3	-0.4
Cc1cccc2cc(CN(CC3CCCO3)C(=O)c3cccnc3)c3nnnn3c12 (stereo not drawn)	-5.2	-1.1	1.7	-5.3	0.4	7.6	17.2	0.6	0.2
O=C(O)c1ccccc1C(=O)Nc1ccc(S(=O)(=O)Nc2nccs2)cc1	8.4	-3.1	-2.7	25.2	-0.4	-8.6	-13.3	-0.1	0.3
CC(NC(=O)COC(=O)CC(c1ccccc1)c1ccccc1)c1ccccc1 (stereo not drawn)	-1.8	7.2	-5.0	-8.9	-0.1	-0.5	5.6	11.0	-0.1
Cc1cc(NC(=O)C2CCCCC2C(=O)O)no1 (stereo not drawn)	13.9	1.7	4.1	1.8	0.4	6.4	-0.3	1.4	1.0

# Arranged by length of the SMILES (largest number first): some entries from above
canonical_smiles	D1 antagonist	D1 PAM	TRHR enhancer	RXFP1 antag	D2 ag	D2 potentiator	D2 antagonist	D1 agonist	TRHR ag
CCOc1ccccc1/C=N/NC(=O)c1ccc(Cn2cc([N+](=O)[O-])cn2)o1	5.0	8.2	2.6	-5.5	0.4	-12.0	.	4.8	0.5
COc1ccccc1NC(=O)COC(=O)C1CCN(/C=C/C(=O)C(F)(F)F)CC1	-11.4	-3.0	-5.1	-8.6	2.6	4.8	11.2	-0.2	-0.1
O=C(O)c1ccccc1C(=O)Nc1ccc(S(=O)(=O)Nc2nccs2)cc1	8.4	-3.1	-2.7	25.2	-0.4	-8.6	-13.3	-0.1	0.3
Cc1cc(NC(=O)C2CCCCC2C(=O)O)no1 (stereo not drawn)	13.9	1.7	4.1	1.8	0.4	6.4	-0.3	1.4	1.0

# The list goes on.
canonical_smiles	D1 antagonist	D1 PAM	TRHR enhancer	RXFP1 antag	D2 ag	D2 potentiator	D2 antagonist	D1 agonist	TRHR ag
COc1cccc(/C=N/n2cncn2)c1OCC#N	-21.2	-0.6	1.4	5.0	0.1	-1.3	14.4	2.2	-0.4
O=C(O)CCC(NS(=O)(=O)c1ccc(N2CCCC2=O)cc1)C(=O)O (stereo not drawn)	-1.3	-0.9	-2.3	18.1	1.5	2.8	9.9	6.7	0.7
COC(=O)C1CCN(S(=O)(=O)c2c(C)n(C)c(=O)n(C)c2=O)CC1	-1.1	-12.8	-7.1	-4.3	0.0	7.6	12.7	3.3	0.7
O=C(O)CCCC(=O)N1CCc2cc(S(=O)(=O)NCc3ccc(F)cc3)ccc21	-4.4	-1.4	-2.0	-5.3	-1.0	6.2	-8.4	0.6	0.6
Cc1cccc(-n2ncc(Cl)c(Cl)c2=O)c1	-4.2	-2.1	-6.4	0.2	1.4	3.8	-6.0	2.9	0.3
Cc1ccc(Oc2ccc(S(=O)(=O)Nc3ccc(C(=O)O)cc3)cc2)cc1	-41.7*	-3.5	-4.9	-19.2	0.8	0.3	2.4	2.2	0.0
CCOC(=O)/C(C#N)=C/c1cn(CCC(=O)O)nc1-c1ccc(F)cc1	-14.3	3.1	0.0	-3.6	2.5	2.4	-7.9	1.8	-0.5
Cc1ccc2[nH]c(=O)c(NC(N)=S)nc2c1	-7.3	1.5	-1.1	3.4	0.2	-4.7	13.2	-1.1	-0.2
Cc1ccc(C(=O)C(C(=O)/C=C/c2ccccc2)=C2SCCCS2)cc1	-10.3	-1.1	22.6	0.6	0.0	6.8	-18.4	5.7	-0.5
COc1ccc(-c2cn(-c3ccc(C)cc3)c(=O)n2CC(=O)Nc2cccc(F)c2)cc1	7.8	-3.4	6.5	-11.3	.	.	.	3.2	-0.4
CCN(CC)C(=O)c1cc(Cl)ccn1	9.5	5.3	-6.2	-11.0	-0.3	-5.7	-1.0	5.6	1.5
CCOC(=O)C(Sc1nnc2c3ccccc3n(CC)c2n1)C(=O)OCC	-24.8	-4.0	4.2	13.8	1.0	10.0	7.9	-1.9	-1.1
Cc1cccc(N2CCN(C(=O)c3ccc(CNc4c(N5CCC(C)CC5)c(=O)c4=O)cc3)CC2)c1C	0.9	-3.5	0.1	-17.3	1.2	.	6.7	0.5	-0.4
Cn1c(CCNC(=O)c2cccs2)nnc1SCC(=O)Nc1nc(-c2ccccc2)cs1	9.7	2.1	7.0	-12.4	.	.	.	-0.8	-1.2
COc1ccc(Oc2c(C)oc3c(CN4CCOCC4)c(O)ccc3c2=O)cc1	-21.1	-2.6	-5.3	3.3	0.4	10.5	29.6	2.3	-0.2
Cc1ccc(NC(=O)Cn2cccc2)c(Br)c1	16.2	-6.7	-1.0	-15.0	0.6	5.7	-4.5	0.8	0.0
Cc1ccc(Nc2nc(C)cc(C)c2C(N)=O)c(C)c1	5.4	-2.8	1.1	-2.0	-0.1	0.7	-1.7	13.8	-0.7
CCOc1ccc(NC(=O)CN(C)C(=O)C2CC2C)cc1OCC (stereo not drawn)	2.0	-3.9	4.8	0.1	-0.1	-10.2	-9.7	3.4	0.2
CC(=O)N[C@@H](Cc1c[nH]c2ccccc12)C(=O)OCc1cc(C(F)(F)F)cc(C(F)(F)F)c1	12.2	20.4	2.3	.	1.5	17.3	9.6	8.4	2.1
Cc1nc(C2CC(=O)OC23CCCCC3)cs1 (stereo not drawn)	13.9	5.0	25.8	5.5	1.1	8.0	-33.6	0.3	-0.2
COc1ccc(OC)c(NC(=O)C2CCCC2)c1	-15.5	-0.5	-8.3	0.7	-0.6	-5.3	8.9	0.7	-0.2
Cc1ccc(CNC(=O)Cn2nc(C)n3cccc3c2=O)cc1	-0.8	-1.1	-0.8	-6.4	.	4.1	.	2.3	0.1
CCc1ccc(NC(=O)C(=O)NCCN2CCN(S(C)(=O)=O)CC2)cc1	-0.9	2.0	24.5	-2.1	1.3	5.2	-14.3	1.4	0.4
CC1CCCCN1C(=O)COC(=O)c1cccc(NS(=O)(=O)c2ccccc2)c1 (stereo not drawn)	-18.9	-2.5	0.3	13.3	-0.1	14.3	11.5	17.0	-0.7
COc1ccccc1/C=C(\NC(=O)c1ccccc1)C(=O)NCc1ccco1	-2.3	-3.5	4.2	-8.4	.	.	.	0.3	-0.4
Cc1cccc(NC(=O)Nc2cccc(C#N)c2)n1	-15.3	-0.5	0.8	.	0.6	-14.8	0.2	0.1	-0.2
O=C(NCCCN1CCOCC1)c1ccc(Cl)s1	-11.0	-1.9	4.3	3.8	-1.1	4.2	2.7	0.8	0.0
O=C(C[n+]1ccccc1)N/N=C/c1ccccc1F	15.7	2.2	-4.5	0.9	0.5	-2.5	-5.6	5.5	0.4
Cc1ccc(C(=O)NCCNC(=O)c2ccccc2)cc1	0.7	-4.5	13.7	6.0	-0.8	-13.8	-4.8	-0.6	0.2
C=CCn1cc(-c2cccc(C(F)(F)F)c2)cc(C#N)c1=O	-10.3	-5.5	-4.5	5.3	-3.3	-3.0	-0.3	0.5	-0.2
O=C(NC1CCCCC1)C(c1ccc2ncccc2c1)N(Cc1ccc(F)cc1)C(=O)c1cccs1 (stereo not drawn)	-0.8	-1.8	-7.1	-7.2	-0.5	0.5	-8.9	4.7	-0.7
O=c1[nH]c(C2CCN(S(=O)(=O)c3ccccc3F)CC2)nc2c1nnn2Cc1ccc(F)cc1	-15.9	5.0	5.3	-5.2	-0.7	2.8	-8.0	-0.5	0.1
CC(=O)c1ccc(OCC(=O)NCc2ccc(F)cc2)cc1	9.1	-10.4	1.3	-3.2	0.0	-7.9	2.1	0.5	1.2
COc1ccc(C(=O)Nc2ccccc2C(=O)NC(Cc2ccc(O)cc2)C(=O)NNC(=O)c2ccccc2)cc1 (stereo not drawn)	-11.2	-4.0	-1.9	.	.	-1.8	.	4.4	-0.3
CCOc1ccc(N(CC(=O)Nc2ccc(OC)cc2OC)S(=O)(=O)c2c(C)[nH]c(=O)[nH]c2=O)cc1	-2.1	4.0	6.3	-2.5	-0.6	-3.7	15.8	0.4	1.1
O=C(CCn1c(=S)oc2ccccc21)NC1CCCCC1	2.8	-2.4	2.3	6.7	-0.4	-2.0	-1.8	2.1	-0.1
O=C(Cn1nc(C(F)(F)F)c2c1CCC2)Nc1ccccc1C(F)(F)F	45.3	0.2	-1.4	1.2	0.3	21.3	-10.8	2.5	-0.4

# Screening results from PubChem.
